Screening data as filed in PubChem.
CCT modulator = changes cytosolic chaperonin activity. purified chaperonin ATPase assay, HTRF ADP detection, 30 min. activity change, % (test concentration not listed), hits read low. actives 0.3% (n = 360,000); in the data active means activity change below about -30%; further: on the % scale 0 is the no-effect control and ±100 the full control effect
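Nucleotide hydrolysis assay: TRiC at 20–40 nM final (set by batch activity) with 10 uM ATP, 30 min at 37 °C, in presence of 76 uM compound. Detection by competitive ADP HTRF, 30 min ambient.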
Nrf2 activator = activators of Nrf2 (ARE) signaling | AREc32 ARE-luciferase reporter (MCF7-derived line), luminescence, 24 h | Potency, µM (titrated, usually from 46.1 µM), without a hit: top-dose activation, hits mostly activators | actives 0.31% (n = 410,000); further: potency means the concentration at half of the fitted maximal effect; % of control where 0% means no effect; nearly all actives have a fitted effect of over 65% in size
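Luciferase luminescence (Steady-Glo, 30 min at room temperature) served as the read-out of ARE activation in AREc32 cells treated with compounds for 24 hr at 37 deg C.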
pAkt inh = blocks phosphorylation of Akt | activity change, % for hits at 50 µM | actives 0.32% (n = 360,000) | Neuro2A IGF-stimulated pAkt S473 HTRF, 20 min; stronger effect = lower value; in the data active means activity change below about -80%; inconclusive means mostly about -51% to -80%; further: on the % scale 0 is the no-effect control and ±100 the full control effect
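Neuro2A cells in DMEM with 0.5% FBS, overnight at 37 deg C, given compound at single 50 µM final, then IGF (6 nM final) for 20 min at 37 deg C. Lysed; phospho-Akt Ser473 by HTRF after 24 h, 665/615 ratio.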
TGFb inhibitor = blocks TGF-b signaling. HepG2 CAGA-GFP TGF-b/SMAD3 reporter, GFP fluorescence, 18 h; TGF-beta stimulated, 500 pg/mL final. Potency, µM (top dose mostly 46.1 µM), inactives show at the highest dose activity, negative = inhibition, most hits filed as inhibitors. actives 1.2% (n = 410,000). AID 588855; further: potency means the concentration at half of the fitted maximal effect; on the % scale 0 is the no-effect control and ±100 the full control effect; nearly all actives have a fitted effect of over 65% in size
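Per well, imaged GFP fluorescence of HEPG2 CAGA-GFP cells gives the signal; cells get compound, then TGF-beta (500 pg/mL final), 18 h at 37 degrees C; %Activity versus -TGF-beta and +DMSO controls.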
MmCpn inh = inhibitors of Methanococcus maripaludis chaperonin (MmCpn); purified Mm-Cpn ATPase, ADP Transcreener TR-FRET; Potency, µM (titrated, usually from 76.9 µM), inactives show at the top dose activity, negative = inhibition, most hits filed as inhibitors; actives 0.031% (n = 330,000); further: potency means the concentration at half of the fitted maximal effect; on the % scale 0 is the no-effect control and ±100 the full control effect; nearly all actives have a fitted effect of over 80% in size
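Quantitative HTS used 25 nM Mm-CPN and 10 uM ATP in magnesium/KCl Tris buffer, pH 7.4, with 1 mM DTT. Hydrolysis ran 30 min at 37°C; ADP was read by HTRF.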
HepG2 viability = counter-screen for TGF-b inhibitors: cytotoxicity in HepG2 cells; Potency, µM (titrated, usually from 46.1 µM), inactives show at the highest dose activity change, negative = cytotoxicity, most hits filed as cytotoxic; actives 0.76% (n = 410,000); HepG2 CAGA-GFP viability, ATP luminescence, 18 h; further: potency means the concentration at half of the fitted maximal effect; some results filed as inactive show a strong effect at the top dose
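CellTiter-Glo luminescence gave cytotoxicity after 18 hours at 37 degrees C. The cells were HepG2 CAGA-GFP in 1% FBS DMEM, stimulated with 500 pg/mL TGF-beta after compound addition. %Activity was normalised to no-cell wells (complete cell-killing) and DMSO (no toxicity), and curves were fitted and classified.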
A549 tox = kills or reduces viability of A549 cells in Nrf2 counter-screen; Potency, µM (series often up to 46 µM), without a hit: at the highest dose activity change, negative = cytotoxicity, actives largely listed as inhibitors; actives 0.16% (n = 390,000); A549 ARE-Fluc cells, CellTiter-Fluor viability, 18-24 h; AID 504648; further: potency means the concentration at half of the fitted maximal effect; on the % scale 0 is the no-effect control and ±100 the full control effect
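A549 ARE_Fluc cells in 5% FBS OPTI-MEM were exposed to compounds in concentration-response for 18-24 h at 37 deg C. Viability was read by CellTiter-Fluor fluorescence (Ex 405/Em 525) after 30 min, before the luciferase read.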
S2 tox = cell viability loss in ATXN counter-screen; Potency, µM (top dose mostly 56.7 µM), most hits filed as cytotoxic; actives 0.49% (n = 400,000); S2 cells (HEK-293 line with an ATXN2-luciferase reporter) viability, CellTiter-Fluor protease fluorescence, 24 h; further: potency means the concentration at half of the fitted maximal effect; nearly all actives have a fitted effect of over 40% in size
Nrf2 block = inhibitors of Nrf2 signaling; Potency, µM (titrated, usually from 46 µM), for the others: at the highest dose activity change, negative = inhibition, usual class: inhibitors; A549 ARE-Fluc reporter, luciferase luminescence, 18-24 h; actives 2.1% (n = 360,000); further: potency means the concentration at half of the fitted maximal effect; on the % scale 0 is the no-effect control and ±100 the full control effect; nearly all actives have a fitted effect of over 60% in size
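Reporter: ARE-Fluc in A549. Exposure: 18-24 h, 37 °C, 5% CO2, 5% FBS OPTI-MEM. Readouts: fluorescent cytotoxicity (CellTiter-Fluor), then luminescent Nrf2 signal after BugLite.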
* marks the source's active call; other numbers are inactive results; i = inactive; ? = inconclusive; nt = no result given; & = joins results of further samples; [ ] = dose if it differs, or a comment. Unless noted, the call rests on the fitted dose curve; in most records, active means well fitted curve in the direction sought with a large enough effect; inconclusive means small, poorly fitted or top-dose-only effect, or another doubt; inactive means no such curve, though single readings can be large; an effect the other way counts as inactive or inconclusive.

SMILES	CCT modulator	Nrf2 activator	pAkt inh	TGFb inhibitor	MmCpn inh	HepG2 viability	A549 tox	S2 tox	Nrf2 block
CCn1nc(C)c(NC(=O)c2ccc(Cl)cc2)c1C	0.3	-0.5%	i	-28%	-1%	-1%	-5%	i	9%
Cc1oc(-c2ccccc2Cl)nc1CS(=O)CC(=O)NCc1cccs1 (centres undefined)	1.3	-0.8%	i	-2%	1%	-6%	5%	i	-4%
CC1CCCCC1NS(=O)(=O)c1ccc(S(=O)(=O)NCc2ccncc2)cc1 (centres undefined)	2.6	-0.5%	i	-5%	3%	3%	-14%	i	2.3µM*
CCCCn1c(SCC(=O)N2CCCC2)nc2cc(S(N)(=O)=O)ccc21	1.6	-0.1%	i	5%	2%	-1%	0%	i	?
O=C(O)c1ccc2c(=O)n3c(nc2c1)/C(=C/c1ccccc1C(F)(F)F)CCCC3	2.9	0.0%	i	14%	0%	8%	-4%	i	0%
COC(=O)CN1C(=S)N(c2ccc(Cl)cc2)C(=O)C1CC(=O)Nc1ccc(F)cc1 (centres undefined)	-3.7	2.0%	i	-22%	1%	-14%	-1%	i	-13%
O=C(CSc1nnc(-c2c[nH]c3ccccc23)o1)c1ccc(-c2ccccc2)cc1	-1.5	0.2%	i	?	-4%	9%	3%	i	-11%
CCOC(=O)C1CCCN(S(=O)(=O)c2cc(OCC(=O)NC3CCCCC3)c(C)cc2Cl)C1 (centres undefined)	-0.8	-0.1%	i	-5%	-5%	17%	-22%	i	?
Cc1ccc(NS(=O)(=O)c2cn(C)c(C)n2)c(Br)c1	nt	0.5%	nt	1%	nt	-6%	20%	i	nt
Cc1ccc(OCCn2cc(C(=O)C3CCCCC3)c3ccccc32)cc1	nt	3.8%	nt	-11%	nt	-32%	1%	i	4%
COC(=O)c1c(-c2ccc(Cl)cc2)noc1N1CCN(c2cccc(OC)c2)CC1	nt	0.0%	nt	-10%	nt	0%	-2%	i	nt
CCCCNC(=O)c1cc2n(n1)CCCN(Cc1ccc(C)cc1)C2=O	nt	-0.8%	nt	1%	nt	-13%	1%	i	nt
O=C(Cc1ccc(F)cc1)NCCc1csc2nc(-c3ccccc3F)nn12	nt	7.6%	nt	-24%	nt	-1%	-8%	?	nt
Cc1ccc(NC(=S)N2CCCC2)cc1C	-4.2	-0.5%	i	-9%	-5%	-1%	2%	i	4%
COc1cccc(C(=O)Nc2nc(SCc3ccc(Cl)cc3)n[nH]2)c1	0.5	0.1%	i	0%	0%	16µM*	1%	i	11%
O=C1CC(C(=O)NC2CCCCC2)C2(CCCCC2)O1 (centres undefined)	0.0	-0.2%	i	-13%	1%	-30%	0%	?	3%
O=C(O)c1ccccn1	-0.9	-0.6%	i	28%	-10%	6%	-4%	i	-1%
O=C(NCc1cccnc1)/C(=C/c1ccc(-c2ccc(Cl)cc2)o1)S(=O)(=O)c1ccccc1	0.2	?	i	?	-3%	4.5µM*	?	nt	21µM*
NC(=O)c1ccc(CSc2nc3ccccc3s2)cc1	-0.1	0.2%	i	-5%	1%	-14%	6%	i	0%
Cc1cc(=O)oc2cc(NC(=O)c3cccc(S(C)(=O)=O)c3)ccc12	-2.8	2.3%	i	32%[activator]	-11%	21%	6%	i	6%
O=C(Nc1cnn(Cc2ccc(Cl)cc2Cl)c1)c1cc(-c2cccs2)on1	-2.4	0.5%	i	?	0%	-32%	-7%	?	nt
CCCCNC(=O)C1(C)CCN1Cc1ccc(C#N)cc1 (centres undefined)	-5.5	-0.5%	i	7%	nt	2%	nt	i	nt
Cc1csc(=Nc2c(C)n(C)n(-c3ccccc3)c2=O)n1Cc1ccccc1	0.8&-0.6	2.4%&-0.1%	i	-9%&2%	1%	-4%&7%	10%&4%	i	?
COc1ccc(CN2CCN(S(=O)(=O)c3ccc(NC(C)=O)cc3)CC2)cc1OC	3.0	0.4%	i	?	-1%	-33%	13%	i	-34%
c1ccc2c(c1)ccc1ncccc12	-1.8	-0.1%	i	-3%	2%	-8%	5%	i	4%

Exported with values under each structure: part of the list above.
Each structure is followed by: CCT modulator | Nrf2 activator | pAkt inh | TGFb inhibitor | MmCpn inh | HepG2 viability | A549 tox | S2 tox | Nrf2 block
O=C(CSc1nnc(-c2c[nH]c3ccccc23)o1)c1ccc(-c2ccccc2)cc1
→ -1.5 | 0.2% | i | ? | -4% | 9% | 3% | i | -11%
COC(=O)c1c(-c2ccc(Cl)cc2)noc1N1CCN(c2cccc(OC)c2)CC1
→ nt | 0.0% | nt | -10% | nt | 0% | -2% | i | nt
Cc1ccc(NC(=S)N2CCCC2)cc1C
→ -4.2 | -0.5% | i | -9% | -5% | -1% | 2% | i | 4%

Remaining list, next part
SMILES	CCT modulator	Nrf2 activator	pAkt inh	TGFb inhibitor	MmCpn inh	HepG2 viability	A549 tox	S2 tox	Nrf2 block
COc1cc(OC)cc(OC(=O)C2CCN(C3=NS(=O)(=O)c4ccccc43)CC2)c1	2.6	-0.8%	i	26%	0%	4%	-2%	?	2%
COc1ccc(C(=O)N2CCN(S(=O)(=O)c3cc(Cl)ccc3OC)CC2)cc1	-3.9	0.3%	i	38%[activator]	-4%	-1%	5%	i	nt
Cc1ccccc1-n1nc2c(c1NC(=O)c1ccco1)CS(=O)(=O)C2	4.4	-0.5%	i	-18%	0%	3%	1%	i	7%
CCCCNC(=S)Nc1ccccc1Cc1ccccc1	1.9	-0.3%	i	-7%	4%	-18%	?	i	0%
COC(=O)[C@@H](NCc1cccc(CN[C@H](C(=O)OC)c2ccccc2)c1)c1ccccc1	1.6	-0.5%	i	1%	-1%	-13%	-1%	i	4%
O=C(OCC(=O)N1N=C(c2ccc(Cl)cc2)CC1c1ccco1)c1ccco1 (centres undefined)	0.3	0.0%[9.22 µM]	i	1%	0%	0%	-6%	i	-14%
CCOc1ccccc1C1CC(=O)Nc2c1c(=O)n(C)c(=O)n2C (centres undefined)	-1.8	0.1%	i	-25%	0%	0%	-2%	i	-22%
O=C(NC(=S)NCCN1CCOCC1)c1cccc(Cl)c1	1.6	3.3%	i	-20%	2%	2%	-16%	i	4%
CCN(CC)CCn1c2ccccc2c2nc3ccccc3nc21	0.0	0.1%	i	?	-23%	-26%	-18%	?	?
O=C(CN(C1CCCCC1)S(=O)(=O)c1ccc(F)cc1)NCc1ccncc1	-3.8	-0.1%	i	11%	-1%	9%	2%	i	19%
O=C(C1CCCN(S(=O)(=O)Cc2ccccc2)C1)N1CCC(Cc2ccccc2)CC1 (centres undefined)	0.0	-0.4%	i	5%	1%	-11%	-9%	i	nt
Cc1ccc2[nH]cc(C(c3ccccc3)c3ccc(C)s3)c2c1 (centres undefined)	nt	-0.4%	nt	13µM*	nt	11µM*	1%	?	?
O=C1CCC(=O)N1c1ccc(S(=O)(=O)Nc2cccc(Br)c2)cc1	-0.8	-0.3%	i	10%	1%	4%	-5%	i	-8%
COc1cccc(CN(C(=O)c2cccs2)C2CCS(=O)(=O)C2)c1 (centres undefined)	0.6	-0.3%	i	5%	-1%	8%	4%	i	7%
COc1ccc(NC(=O)C2CC(=O)N(c3ccccc3F)C2)cc1S(=O)(=O)N1CCCCC1 (centres undefined)	1.0	-0.5%	i	9%	nt	-32%	nt	i	nt
O=C(/C=C/c1ccco1)NC1=NCCS1	-1.1	?	i	1%	-1%	-6%	6%	i	?
COc1ccc(N(CC(=O)N2CCOCC2)S(=O)(=O)c2ccccc2)cc1Cl	-1.0	-1.0%	i	7%	-3%	-4%	0%	i	0%
CCOC(=O)Nc1cccc(Nc2ccccc2)c1	-0.7	0.4%	i	-8%	-2%	-37%	-14%	i	-8%
CCOC(=O)C1CCN(S(=O)(=O)c2ccc(NC(=O)OC)cc2)CC1	1.1	-0.1%	i	4%	0%	-2%	?	i	?
O=C(CCC(=O)N1CCN(C(=O)c2ccco2)CC1)c1ccc(F)cc1	0.2	-0.5%	i	-11%	-3%	-14%	2%	i	-8%
CCOc1ccc(C(=O)c2cn(CC(=O)Nc3ccc(OC)cc3)c3cc4c(cc3c2=O)OCCO4)cc1	nt	-0.2%	nt	-1%	nt	3%	1%	i	10%
CCOC1=C2CN(S(=O)(=O)c3ccc(C)cc3)[C@H](c3ccccc3)C[C@@H]2N(S(=O)(=O)c2ccc(Br)cc2)[C@H](c2ccccc2)C1	2.1	0.2%	i	-5%	nt	1%	nt	i	nt
O=C(Cn1c(NCCO)nc2ccccc21)c1ccc([N+](=O)[O-])cc1	0.0	0.0%	i	0%	-2%	1%	-3%	i	-4%
COc1ccc([C@H]2CC(=O)C=C(c3cccc(Br)c3)C2)cc1OC	-1.2	-0.1%	i	4.5µM*	-3%	12%	-9%	?	-22%
CC(C)C(NC(=O)c1ccc(Cl)cc1)C(=O)NCC1CCCO1 (centres undefined)	-0.6	0.4%	i	6%	-1%	3%	-7%	i	-10%
Further structures.
SMILES	CCT modulator	Nrf2 activator	pAkt inh	TGFb inhibitor	MmCpn inh	HepG2 viability	A549 tox	S2 tox	Nrf2 block
CC(=O)Nc1c(I)c(NC(C)=O)c(I)c(C(=O)O)c1I	-1.4&1.6	0.7%&0.1%	i	-2%&10%	-2%[15.4 µM]	-12%&5%	?	i	4%&-22%
C/C(=N\N=C1\NC(=O)CC(C(=O)O)S1)c1ccc(F)cc1 (centres undefined)	0.9	-0.7%	i	-3%	-1%	-8%	1%	i	-9%
CCOC(=S)SCC(=O)Nc1nc(-c2ccc(Br)cc2)cs1	-2.8	-0.4%	i	?	-1%	-43%	-7%	?	?
Cc1sc2c(c1C)C(=O)/C(=C\Nc1ccncc1)S(=O)(=O)N2C	-7.1	-0.8%	i	10%	-1%	-28%	-5%	i	14%
CS(=O)(=O)c1ccc(Sc2nc3ccccc3s2)c([N+](=O)[O-])c1	-0.8	-1.5%	i	?	0%	-39%	-5%	?	?
CC(CN1CCN(C)CC1)OC(=O)c1ccccc1Cl (centres undefined)	0.8	-0.6%	i	-7%	?	-9%	-4%	i	-15%
